IDE inh: cellular human IDE inhibition; HEK cells, FAbetaB cleavage, fluorescence polarization; inhibition, % at 5.59 µM; 320,000 tested, 0.41% active;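 active = percent inhibition above the average of all tested compounds plus 3 SD, set per screening campaign, cut at about 16% in these data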;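 also: IDE supplied by intact live HEK cells; FP after avidin binding of uncleaved biotin substrate so inhibition keeps polarization high; 0% = DMSO wells and 100% = 60 µM reference IDE inhibitor Ii1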
Target sequence (P14735 whole entry, looked up): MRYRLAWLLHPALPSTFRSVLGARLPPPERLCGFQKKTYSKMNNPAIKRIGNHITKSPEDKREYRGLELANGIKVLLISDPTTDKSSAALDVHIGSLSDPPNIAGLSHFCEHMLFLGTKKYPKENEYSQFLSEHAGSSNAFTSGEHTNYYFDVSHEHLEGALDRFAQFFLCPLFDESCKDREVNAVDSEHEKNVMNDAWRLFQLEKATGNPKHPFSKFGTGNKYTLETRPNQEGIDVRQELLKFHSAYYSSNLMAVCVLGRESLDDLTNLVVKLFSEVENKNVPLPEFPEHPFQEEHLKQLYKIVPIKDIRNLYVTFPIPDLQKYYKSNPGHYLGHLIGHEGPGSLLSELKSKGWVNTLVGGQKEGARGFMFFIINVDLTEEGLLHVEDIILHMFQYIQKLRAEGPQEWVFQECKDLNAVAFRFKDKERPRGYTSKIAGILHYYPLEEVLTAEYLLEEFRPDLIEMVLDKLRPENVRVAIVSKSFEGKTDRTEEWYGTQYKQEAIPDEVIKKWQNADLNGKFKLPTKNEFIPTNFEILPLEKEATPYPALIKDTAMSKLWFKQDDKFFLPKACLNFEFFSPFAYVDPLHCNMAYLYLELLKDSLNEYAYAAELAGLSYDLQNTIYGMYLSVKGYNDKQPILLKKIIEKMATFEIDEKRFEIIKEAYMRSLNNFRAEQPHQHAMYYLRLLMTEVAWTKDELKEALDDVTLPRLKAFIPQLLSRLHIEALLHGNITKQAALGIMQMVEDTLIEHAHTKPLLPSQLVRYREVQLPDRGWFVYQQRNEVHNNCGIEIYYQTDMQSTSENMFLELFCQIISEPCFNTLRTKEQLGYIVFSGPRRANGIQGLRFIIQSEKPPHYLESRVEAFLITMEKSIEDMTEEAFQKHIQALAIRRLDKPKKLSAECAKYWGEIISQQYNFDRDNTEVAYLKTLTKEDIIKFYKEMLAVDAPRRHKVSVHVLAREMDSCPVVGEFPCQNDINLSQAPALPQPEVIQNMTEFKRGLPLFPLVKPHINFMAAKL
CHRM5 agonist: agonists of human muscarinic M5 receptor (CHRM5). P08912. CHO-K1 hM5 cells, Fluo-8 calcium fluorescence; 0% DMSO wells, 100% maximal acetylcholine response. activation, % at 3 µM. 360,000 tested, 0.19% active. AID 624037;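 active = activation above the run's mean over test compounds plus 3 SD, cut at about 23% in these data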;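 also: signal is peak over basal fluorescence ratio across the kinetic read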
M4 ag: CHRM4 agonism in calcium assay. P08173. CHO-K1 hM4/Gqi5, Fluo-8 calcium fluorescence; vehicle 0%, full acetylcholine response 100%. activation, % at 3 µM. 360,000 tested, 0.14% active. AID 624127;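 active = activation above the run mean over all test wells plus 3 SD, cut at about 32% in these data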;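 also: peak over basal fluorescence ratio per well then scaled between controls; 0% = DMSO wells and 100% = acetylcholine at EC100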
CHRM5 PAM: positive allosteric modulators of human muscarinic M5 receptor; CHO-K1 hM5, Fluo-8 calcium, ACh EC20 PAM; 0% = ACh EC20, 100% = ACh EC100; activation, % at 3 µM; P08912; 360,000 tested, 0.3% active;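 active = activation above the run cutoff, the mean activation of all test compounds plus 3 SD, cut at about 18% in these data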
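Replicates: One well per compound, no replicates | System: Human M5 receptor in CHO-K1 cells | Benchmarks: Low control EC20 acetylcholine (0%), high control EC100 acetylcholine (100%) | Probe or stimulus: Acetylcholine, EC20 level | Times: Fluo-8 loading 80 min at 37 °C plus 30 min room temperature | Signal: Intracellular calcium via Fluo-8 fluorescence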
M5 antag: CHRM5 antagonism in calcium assay; P08912; CHO-hM5 cells, Fluo-8 calcium fluorescence, ACh EC80; inhibition, % at 3 µM; 360,000 tested, 0.59% active;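 active = inhibition above a per-plate cutoff, the mean of that plate's test compounds plus 3 SD, cut at about 27% in these data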;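 also: 0% = acetylcholine EC80 with DMSO and 100% = DMSO without agonist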
CRFBP-R2 block: blocks CRF-induced signaling of the CRF-BP/CRF-R2 complex; AID 588475; inhibition, % at 11.8 µM; HEK293 CRF-R2/CRF-BP, CRF-induced calcium fluorescence; 350,000 tested, 0.59% active;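 active = inhibition of the ligand-induced calcium signal above about 50% at the single tested concentration, limit read from the data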
CHRM4 antagonist: blocks acetylcholine activation of human M4 receptor. P08173. CHO-hM4 cells, ACh EC80, Fluo-8 calcium fluorescence. inhibition, % at 3 µM. 360,000 tested, 0.73% active. AID 624125;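 active = inhibition above its plate's cutoff, the mean inhibition of sample wells plus 3 SD, cut at about 27% in these data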;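 also: 0% = acetylcholine EC80 with DMSO and 100% = DMSO without agonist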
CRFBP-R2 agonist: CRF-BP/CRF-R2 complex agonism; HEK293 CRF-R2/CRF-BP, calcium dye fluorescence (FLIPR); percent of saturating CRF peptide response; activation, % at 13.2 µM; 350,000 tested, 0.46% active;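 active = activation of at least 50%, plus an integration ratio under a set limit after plate pattern correction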;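 also: plate controls were neutral control wells without compound for no effect and CRF at EC100 for full effect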
CHRM4 PAM: positive allosteric modulators of human muscarinic M4 receptor; 360,000 tested, 0.4% active; AID 624126; P08173; activation, % at 3 µM; CHO-K1 hM4/Gqi5, Fluo-8 calcium fluorescence, ACh EC20; 0% = ACh EC20, 100% = maximal ACh;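 active = activation above its plate's cutoff, the mean activation of sample wells plus 3 SD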; also: some results filed as inactive read as strong as hits
The depositor's hits bear a star; nt = not tested or not shown.

SMILES | IDE inh | CHRM5 agonist | M4 ag | CHRM5 PAM | M5 antag | CRFBP-R2 block | CHRM4 antagonist | CRFBP-R2 agonist | CHRM4 PAM
COc1cccc(OC)c1C(=O)Nc1cccc(C(=O)Nc2cccc(C(=O)O)c2)c1 | -4 | 1 | 0 | -1 | 2 | 12 | -1 | 2.1 | -2
C[C@@H]1CN([C@H](C)CO)C(=O)CCCn2cc(nn2)CO[C@H]1CN(C)C(=O)Nc1ccccc1F | nt | 1 | 1 | 2 | -3 | 14 | -17 | -1.3 | 8
COCc1cccc(-c2csc(C(C)(O)c3ccccc3)n2)c1 (stereo not given) | nt | 0 | 3 | -11 | 19 | nt | 9 | nt | -8
CCC(C)n1c(OC)nc2c1c(=O)n(C)c(=O)n2C (stereo not given) | 2 | 2 | 2 | -3 | 3 | -3 | 0 | -0.6 | 14
COc1cccc(CC(=O)Nc2ccc(N3CCOCC3)c(S(=O)(=O)Nc3ccccc3OC)c2)c1 | nt | 0 | 5 | -14 | 3 | 1 | -5 | 4.9 | 2
C=CCC(C=C)S(=O)(=O)c1ccc(C)cc1 (stereo not given) | 4 | -3 | 0 | 1 | 0 | 3 | -5 | -2.2 | 4
COC(=O)c1ccccc1NC(=O)C1CCCN(S(=O)(=O)c2ccc(OC)cc2)C1 (stereo not given) | 0 | -1 | 10 | -12 | 5 | 9 | -4 | 1.6 | -12
CCC1(C)Cc2c(sc3nnn(CC(=O)Nc4ccccc4C)c(=O)c23)CO1 (stereo not given) | -5 | -1 | 2 | -1 | 1 | 5 | -3 | 1.1 | 4
COCCNC(=O)c1cc2sc3ccccc3c2s1 | -2 | -1 | 2 | 4 | 4 | 17 | -1 | -5.8 | -4
COc1ccc(/C=N/Nc2nc3ccccc3c(=O)[nH]2)cc1 | 13 | 0 | 0 | 1 | 4 | -13 | 14 | 3.9 | -4
O=C(NC1CCSC1=O)C1CCCCC1 (stereo not given) | 1 | -6 | 2 | -3 | -2 | -7 | -2 | 6.9 | 4
Cc1ccc(N2CC(C(=O)N3CCCCCC3)CC2=O)cc1 (stereo not given) | 5 | -3 | 1 | 1 | -4 | 2 | 5 | -0.3 | 5
Cc1ccc(Sc2c(C(=O)Nc3ccc(F)cc3F)c(C(F)(F)F)nn2C)cc1 | 8 | -6 | -2 | -8 | -1 | 16 | -1 | 1.8 | -5
COc1cccc(-c2cc(C(=O)N3CCc4ccccc4C3)no2)c1 | -4 | 0 | 2 | -4 | -2 | -31 | 12 | 3.7 | 3
CCCCCCn1c(=O)n2n(c1=O)C[C@]1(OC(=O)NCc3ccco3)CN(S(=O)(=O)c3ccc(C)cc3)C[C@]1(O)C2 | nt | -2 | 3 | -6 | 1 | 9 | -26 | 6.4 | 0
CCOc1cc(CN2CCSCC2)ccc1O | 7 | 0 | 0 | 2 | -2 | 18 | 0 | 1.5 | 16
COc1ccc(C2=CC3=C(Br)C(=O)C(C)(OC(=O)c4ccco4)C(=O)C3=CO2)cc1 (stereo not given) | -1 | 2 | 6 | -3 | 13 | -11 | -1 | 16 | 0
CSc1nc(C)cc(Oc2ccc(=O)[nH]n2)n1 | -3 | 0 | 2 | 5 | -6 | -14 | -3 | 0.8 | 13
CCOC(=O)CSc1ncc(-c2ccccc2)cn1 | 8 | -7 | -1 | 4 | -5 | 9 | 4 | -6.2 | -2
CCN(CC(=O)Nc1ccc(NC(C)=O)cc1)C(=O)c1ccc(C(=O)c2ccccc2)cc1 | 2 | 2 | 1 | 1 | 6 | -9 | -4 | 1.0 | 17
Cc1[nH]c2ccccc2c1SCc1nnc(SCc2ccccc2)n1C | 8 | 2 | 5 | -2 | 6 | 115* | 5 | -3.1 | 5
NC(=O)COC(=O)CN1C(=O)C2CCCCC2C1=O (stereo not given) | 2 | -1 | 2 | -4 | 2 | 4 | 11 | -1.2 | -7
O=C(COc1ccc2ccccc2c1)NNC(=O)C(=O)Nc1ccccc1 | 6 | -2 | 0 | 3 | -2 | 1 | 2 | -0.6 | -2
CCC1CCCCN1CCCNC(=O)c1cc2c(=O)[nH]c3ccccc3c2n1C (stereo not given) | -4 | -4 | 1 | 7 | 1 | -1 | -5 | -0.6 | 2
COc1ccc(C2c3c(oc4ccccc4c3=O)C(=O)N2c2ccccn2)cc1OC (stereo not given) | 6 | 1 | 0 | 1 | -3 | 24 | -14 | -3.6 | 8

Remaining list, next part.
SMILES | IDE inh | CHRM5 agonist | M4 ag | CHRM5 PAM | M5 antag | CRFBP-R2 block | CHRM4 antagonist | CRFBP-R2 agonist | CHRM4 PAM
COc1ccc(CCNC(=O)c2ccc(OCC(=O)N3CCOCC3)c(OC)c2)cc1OC | 0 | -3 | 2 | 2 | 3 | -9 | 3 | 2.5 | 1
CCOC(=O)C1(Cc2cccc(Cl)c2)CCCN(C(=O)c2ccc(COC)s2)C1 (stereo not given) | -1 | -2 | 5 | -4 | 0 | 14 | 9 | -11 | -9
COC(=O)c1ccccc1NC(=O)C1CC(=O)N(c2ccc(C)c(C)c2)C1 (stereo not given) | -3 | -9 | 1 | 3 | -13 | 7 | -10 | 0.6 | 1
Cc1cccc(C)c1OCC(=O)N/N=C/C=C/c1ccco1 | 3 | 1 | 0 | 9 | -12 | -10 | 4 | 1.3 | 2
CC(C)(C)SCCNC(=O)/C=C/c1ccccc1 | -2 | -1 | 1 | 5 | -12 | -11 | -17 | -0.7 | 0
CCOC(=O)N1CCC(N2CCN(Cc3ccc(F)c(F)c3)C(CCO)C2)CC1 (stereo not given) | 1 | -9 | 1 | 3 | -2 | -24 | -1 | -0.5 | 2
COc1cc(/C=C/c2nc(-c3ccccc3O)n[nH]2)cc(OC)c1OC | 2 | 1 | 8 | -16 | 12 | 2 | 20 | -3.7 | -9
N#Cc1c(N)nc2c(c1-c1ccc(F)cc1)CCC2 | 1 | -3 | 0 | -1 | 5 | 2 | 1 | -0.6 | -3
COc1nc(NC(=O)c2ccc(F)cc2)nc(OC)c1-c1ccccc1 | 1 | -2 | 1 | -1 | 0 | -2 | -3 | 0.8 | -4
COC(=O)c1c(C)[nH]c(C)c1C(=O)c1ccccc1Cc1ccccc1 | 1 | 1 | 3 | -11 | 2 | -8 | -6 | -2.5 | -8
O=C(O)c1ccc(N=c2oc3cc(O)ccc3cc2C(=O)NCc2ccccc2)cc1 | 10 | 8 | 3 | -6 | 19 | -8 | -9 | -0.5 | 6
N/C(=N\O)c1ccc(Oc2ccccc2Cl)c([N+](=O)[O-])c1 | -1 | 2 | 4 | 4 | -4 | 9 | 2 | -2.5 | -9
CCC(Oc1ccccc1)C(=O)Nc1nc2ccccc2[nH]1 (stereo not given) | -6 | -1 | 2 | -4 | 1 | -18 | 6 | -0.5 | 2
O=c1c2c3c(sc2ncn1Cc1ccc(F)cc1)CCC3 | 1 | -8 | 0 | -4 | -3 | 0 | -4 | 1.7 | 1
CCOc1cc(C2C3=C(CC(C)(C)CC3=O)N(CCCOC)C3=C2C(=O)CC(C)(C)C3)ccc1OC | -3 | 4 | 0 | 0 | 8 | 2 | -3 | -1.5 | -3
Cc1cnc(C(=O)Nc2nnc(C3CC3)s2)cn1 | 3 | -1 | 1 | -5 | 0 | 10 | 4 | 1.4 | 1
O=C(Nc1cccc(C(F)(F)F)c1)c1ccc2nc(N3C(=O)CCC3=O)sc2c1 | 7 | 0 | 0 | -5 | 7 | -38 | -5 | 1.7 | 15
CCOc1ccccc1C(=O)Nn1c(C2CCC2)nc2ccccc2c1=O | 1 | -3 | 15 | -12 | -1 | -25 | -14 | -2.4 | 0
O=C(NCCCn1ccnc1)/C(=C\c1ccc(Br)cc1)NC(=O)c1ccccc1F | 2 | -6 | 2 | -4 | 13 | -2 | 12 | 0.6 | -3
CCN(Cc1ccccc1)C(=O)CCS(=O)(=O)c1ccc2c(c1)CCN2C(C)=O | -1 | -1 | 5 | 6 | -5 | -7 | -8 | 2.9 | -1
COc1cc2c3c(n(C)c(=O)c2cc1OC)-c1cc2c(cc1C3=O)OCO2 | nt | 0 | 0 | 6 | 6 | -4 | 4 | 3.0 | -2
Cc1ccc(C(=O)OC(C)CN2CCN(C)CC2)cc1 (stereo not given) | -10 | -15 | 1 | 2 | 1 | 13 | -2 | 0.6 | 1
OC(CCN1CCCCC1)(c1ccccc1)c1ccccc1 | 1 | -1 | 1 | -18 | 99* | -11 | 100* | -1.2 | -18
O=C(CC(=O)N1CCOCC1)N1CCOCC1 | nt | 1 | 1 | 16 | 10 | -3 | 0 | -1.1 | 3
O=C(CCC(=O)Nc1ccccc1Cl)NNC(=O)C1CCCCC1 | -2 | 3 | 2 | -1 | 8 | 7 | 0 | 0.0 | 0

Shown as a markdown table: part of the list above
| Compound | IDE inh | CHRM5 agonist | M4 ag | CHRM5 PAM | M5 antag | CRFBP-R2 block | CHRM4 antagonist | CRFBP-R2 agonist | CHRM4 PAM |
| --- | --- | --- | --- | --- | --- | --- | --- | --- | --- |
| CC(C)(C)SCCNC(=O)/C=C/c1ccccc1 | -2 | -1 | 1 | 5 | -12 | -11 | -17 | -0.7 | 0 |
| CCOC(=O)N1CCC(N2CCN(Cc3ccc(F)c(F)c3)C(CCO)C2)CC1 (stereo not given) | 1 | -9 | 1 | 3 | -2 | -24 | -1 | -0.5 | 2 |
| COc1cc(/C=C/c2nc(-c3ccccc3O)n[nH]2)cc(OC)c1OC | 2 | 1 | 8 | -16 | 12 | 2 | 20 | -3.7 | -9 |
| N#Cc1c(N)nc2c(c1-c1ccc(F)cc1)CCC2 | 1 | -3 | 0 | -1 | 5 | 2 | 1 | -0.6 | -3 |
| COc1nc(NC(=O)c2ccc(F)cc2)nc(OC)c1-c1ccccc1 | 1 | -2 | 1 | -1 | 0 | -2 | -3 | 0.8 | -4 |

The list goes on.
SMILES | IDE inh | CHRM5 agonist | M4 ag | CHRM5 PAM | M5 antag | CRFBP-R2 block | CHRM4 antagonist | CRFBP-R2 agonist | CHRM4 PAM
CCOc1ccc(CCNC(=O)COC(=O)c2n[nH]c3ccccc23)cc1OCC | nt | 1 | 7 | 4 | -3 | -10 | 2 | 0.0 | -4
C(=N\Nc1ccccc1)/c1nc2ccccc2s1 | -7 | -2 | 2 | -10 | 9 | -44 | -5 | 1.3 | -7
Cc1cc(-c2csc(NC(=O)c3ccc(=O)n(C)n3)n2)c(C)n1CC1CCCO1 (stereo not given) | 3 | -3 | 1 | -4 | -1 | 7 | 0 | 0.8 | 1
COc1ccc(CC(=O)NCC2CCCN(Cc3cccc(SC)c3)C2)cc1 (stereo not given) | 2 | -8 | 2 | 4 | -4 | -20 | -10 | -0.6 | 4
C=CCN(C(=O)CNC(=O)c1ccco1)C(C(=O)NC1CCCCC1)c1ccccc1 (stereo not given) | -2 | -2 | 0 | -4 | -1 | 4 | 12 | -0.8 | -1
O=S1(=O)CC(N2CCN(CC3CC3)CC2)CN1Cc1ccc(F)cc1 (stereo not given) | nt | -1 | 1 | 5 | -6 | nt | -14 | nt | 4
Cc1ccc(SCC(=O)NCCSCc2ccccc2)cc1 | -5 | -6 | -1 | -3 | 1 | -10 | 0 | -2.3 | 0
COc1cc(NC(=O)CN2CCN(c3ccccn3)CC2)cc(OC)c1OC | 0 | -2 | 3 | 2 | -6 | 9 | 2 | 1.4 | 11
COc1ccccc1C(=O)N/C(=C\c1ccccc1)C(=O)NCc1ccco1 | 5 | 2 | 3 | 3 | -6 | 3 | -2 | -0.2 | 3
COc1cccc(C2=NOC(C(=O)N3CCN(C(=O)c4ccco4)CC3)C2)c1 (stereo not given) | 0 | 1 | 1 | -9 | 6 | -6 | -8 | 0.3 | -2
